From PubChem
H1N1 NS1A inhibition: H1N1 influenza NS1A inhibitors, functional cell based assay (AID 504329) | inhibition, % at 12.5 µM; hits with a dose series show IC50 in µM | NS1A functional cell-based assay, percent inhibition; higher % means a stronger effect | 340,000 tested, 0.3% active; in the data active means a potency from the dose series; inconclusive means inhibition above about 27% without an active follow-up result; further: strong numbers were not always called active
Salmonella PhoP GFP: Inhibition of PhoP regulon, Salmonella typhi GFP reporter cells, confirmation, 4 h (AID 1850); Salmonella Typhi PhoP-promoter GFP reporter, fluorescence, 4 h; higher % means a stronger effect; inhibition, % at 50 µM; hits with a dose series show IC50 in µM; 310,000 tested, 0.33% active; in the data active means a potency from the dose series; inconclusive means inhibition mostly from about 25% at the one dose, without a potency; inactive means the rest, 99 in 100 with inhibition below about 19%;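 further: 0% = induced wells with vehicle and 100% = uninduced wells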
inhibitors of VEEV: inhibitors of VEEV TC-83 cytopathic effect, confirmation, Vero cells (AID 588727); one-dose inhibition, % at 20 µM; IC50 in µM for titrated hits; 350,000 tested, 0.13% active; Vero cells, VEEV TC-83 cytopathic effect inhibition; higher % means a stronger effect; in the data active means a potency from the dose series; inconclusive means inhibition mostly from about 14% at the one dose, without a potency; inactive means the rest, 99 in 100 with inhibition below about 12%; further: strong numbers were not always called active
M. tuberculosis: growth inhibition of non-replicating M. tuberculosis (AID 488890); Mycobacterium tuberculosis non-replicating, growth inhibition; higher % means a stronger effect; 320,000 tested, 0.39% active; inhibition, % at 25 µM, or IC50 in µM where a hit was titrated; in the data active means a potency from the dose series; inconclusive means inhibition mostly from about 82% at the one dose, without a potency; inactive means the rest, 99 in 100 with inhibition below about 76%;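 further: plate controls were DMSO cells for no effect and high antibiotic wells for full effect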
M. tuberculosis HTS: M. tuberculosis growth inhibition, HTS (AID 449762); M. tuberculosis H37Rv growth inhibition, 7H9 media; higher % means a stronger effect; one-dose inhibition, % at 25 µM; IC50 in µM for titrated hits; 330,000 tested, 0.59% active; in the data active means a potency from the dose series; inconclusive means inhibition above about 70% without an active follow-up result;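 further: bacterial growth assessed after seven days of incubation; strong numbers were not always called active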
inhibitors of VEEV 10K pilot screen: also measured in inhibitors of VEEV; calls as there; inhibition, %; measured here: 10K pilot screen inhibition
* = called active by the depositor.

For COc1cc(C(CCN2CCOCC2)c2c(OC)cc(OC)c3c2OC(=O)CC3c2ccc(N(C)C)cc2)cc(OC)c1OC (centres undefined) the results were H1N1 NS1A inhibition 13.9%, Salmonella PhoP GFP 4.6%, inhibitors of VEEV 0.8%, M. tuberculosis 0.1% and M. tuberculosis HTS -9.3%.
`Cc1nc(CCNS(=O)(=O)c2cccnc2)cs1` gave H1N1 NS1A inhibition -1.4%, Salmonella PhoP GFP -3.8%, inhibitors of VEEV inactive, M. tuberculosis -2.5% and M. tuberculosis HTS -2.4%.
`COc1ccc(CCNC(=O)c2ccc3ccccc3n2)cc1` gave H1N1 NS1A inhibition 5.4%, Salmonella PhoP GFP 8.6%, inhibitors of VEEV inactive, M. tuberculosis 64.1% and M. tuberculosis HTS -0.4%.
Screening CSc1nc2ccccc2n1CC(=O)Nc1c(C)cccc1C returned H1N1 NS1A inhibition -0.1%, Salmonella PhoP GFP -7.6%, inhibitors of VEEV 0.0%, M. tuberculosis 13.0% and M. tuberculosis HTS -4.2%.
CN(Cc1ccc(F)cc1)C(=O)CNC(=O)c1ccc2c(c1)OCO2 was read as H1N1 NS1A inhibition -3.9%, Salmonella PhoP GFP 5.6%, inhibitors of VEEV 0.7%, M. tuberculosis -10.1% and M. tuberculosis HTS -5.8%.
For O=C(COC(=O)[C@H](Cc1ccccc1)NC(=O)c1cccs1)NC1CC1 the results were H1N1 NS1A inhibition 0.0%, Salmonella PhoP GFP -6.2%, inhibitors of VEEV inactive, M. tuberculosis 7.0% and M. tuberculosis HTS 3.6%.
O=C1c2oc3ccccc3c(=O)c2C(c2ccccn2)N1Cc1ccccc1 (centres undefined) was read as H1N1 NS1A inhibition 1.5%, Salmonella PhoP GFP -8.5%, inhibitors of VEEV 1.9%, M. tuberculosis 20.9% and M. tuberculosis HTS 5.5%.
CC(=O)NCc1nc2ccccc2n1Cc1ccccc1F was read as H1N1 NS1A inhibition 5.0%, Salmonella PhoP GFP 0.1%, inhibitors of VEEV 6.0%, M. tuberculosis 8.2% and M. tuberculosis HTS 1.3%.
Screening COc1ccc(/C=C2\Oc3cc(OCC(=O)N4CCC[C@H]4C(=O)O)ccc3C2=O)c(OC)c1 returned H1N1 NS1A inhibition -11.1%, Salmonella PhoP GFP 7.3%, inhibitors of VEEV 1.0%, M. tuberculosis -3.5% and M. tuberculosis HTS -3.3%.
O=C(O)/C=C\C(=O)Nc1ccc(N2CCN(c3ccc(F)cc3)CC2)cc1 was read as H1N1 NS1A inhibition -6.3%, Salmonella PhoP GFP -4.2%, inhibitors of VEEV 1.8%, M. tuberculosis 31.7%, M. tuberculosis HTS 14.0% and inhibitors of VEEV 10K pilot screen 2.0.
Screening O=C(CSc1ccc2nnc(-c3ccc(Cl)cc3)n2n1)N1CCCc2ccccc21 returned H1N1 NS1A inhibition 1.6%, Salmonella PhoP GFP -0.4%, inhibitors of VEEV 12.2%, M. tuberculosis -9.6% and M. tuberculosis HTS 10.6%.
Screening [O-][n+]1onc2c3cc(-c4ccccc4)nnc3ccc21 returned H1N1 NS1A inhibition -7.6%, Salmonella PhoP GFP -4.6%, inhibitors of VEEV 5.8%, M. tuberculosis inconclusive and M. tuberculosis HTS inconclusive.
`CCCCCCc1ccc(-c2ncc(N)cn2)cc1` gave H1N1 NS1A inhibition -7.2%, Salmonella PhoP GFP 1.4%, inhibitors of VEEV inactive, M. tuberculosis -11.4% and M. tuberculosis HTS 11.2%.
Screening CC(=O)c1cccc(-c2ccc(CN3C(CC(C)C)C(=O)N(Cc4cn(CC5CCCCC5)nn4)CCS3(=O)=O)cc2)c1 (centres undefined) returned H1N1 NS1A inhibition -9.9% and inhibitors of VEEV 4.1%.
For O=c1cccc2n1CC1CNCC2C1 (centres undefined) the results were H1N1 NS1A inhibition -4.4%, Salmonella PhoP GFP 20.6%, inhibitors of VEEV 1.2%, M. tuberculosis -1.2% and M. tuberculosis HTS 3.8%.
`O=C(COC(=O)c1cc[n+]([O-])cc1)NCc1ccccc1Cl` gave H1N1 NS1A inhibition -26.6%, Salmonella PhoP GFP -10.7%, inhibitors of VEEV 0.5%, M. tuberculosis -7.5% and M. tuberculosis HTS 7.0%.
Screening CC(=O)c1ccc(NC(=O)c2cn(-c3ccccc3)nc2-c2ccncc2)cc1 returned H1N1 NS1A inhibition 8.0%, Salmonella PhoP GFP -26.4%, inhibitors of VEEV 1.1%, M. tuberculosis 9.9%, M. tuberculosis HTS 9.1% and inhibitors of VEEV 10K pilot screen 0.4.
For COc1ccc(NC(C)=O)cc1NC(=O)CN1CCN(C(=O)c2ccco2)CC1 the results were H1N1 NS1A inhibition 20.8%, Salmonella PhoP GFP -3.9%, inhibitors of VEEV 1.4%, M. tuberculosis 3.4% and M. tuberculosis HTS -3.8%.
Screening CCOC(=O)c1ccc(Cn2c(-c3ccccc3)nnc2-c2ccccc2)o1 returned H1N1 NS1A inhibition -0.5%, Salmonella PhoP GFP -2.6%, inhibitors of VEEV 8.3% and M. tuberculosis HTS 9.2%.
Screening COc1cccc(CNC(=O)CCCn2ccc3cc(S(=O)(=O)N4CCCC4)ccc32)c1 returned H1N1 NS1A inhibition -1.9%, Salmonella PhoP GFP 6.1%, inhibitors of VEEV 2.2%, M. tuberculosis 27.9% and M. tuberculosis HTS -5.9%.
COc1ccc(Br)cc1/C=N/NC(=O)CN1CCN(Cc2ccccc2)CC1 was read as H1N1 NS1A inhibition 0.8%, Salmonella PhoP GFP -1.2%, inhibitors of VEEV 0.9%, M. tuberculosis 14.1% and M. tuberculosis HTS 2.7%.
`CCOC(=O)c1cc(C#N)c(SC)nc1-c1ccccc1` gave H1N1 NS1A inhibition -4.3%, Salmonella PhoP GFP 7.2%, inhibitors of VEEV 1.1%, M. tuberculosis 9.3% and M. tuberculosis HTS 0.5%.
O=C(Nc1nnc(-c2ccccc2Cl)o1)c1nc2ccccc2s1 was read as H1N1 NS1A inhibition 22.2%, Salmonella PhoP GFP 1.5%, inhibitors of VEEV 8.1% and M. tuberculosis HTS 6.01µM*.
For CC(=O)Cc1cc(O)c2ccccc2c1OC(=O)c1ccccc1 the results were H1N1 NS1A inhibition -3.8%, Salmonella PhoP GFP -5.4%, inhibitors of VEEV 2.8%, M. tuberculosis 9.4% and M. tuberculosis HTS 4.0%.
For CCOC(=O)c1sc(-n2[nH]c(C)cc2=O)nc1C the results were H1N1 NS1A inhibition 2.6%, Salmonella PhoP GFP -2.4%, inhibitors of VEEV 1.6%, M. tuberculosis -2.3% and M. tuberculosis HTS -1.9%.
Screening Cc1cc(C)cc(NC(=O)Nc2ccc(Cl)cn2)c1 returned H1N1 NS1A inhibition 1.2%, Salmonella PhoP GFP -3.5%, inhibitors of VEEV inactive, M. tuberculosis 11.1%, M. tuberculosis HTS 13.3% and inhibitors of VEEV 10K pilot screen 0.4.
Screening CC(=O)c1cccc(S(=O)(=O)Nc2c(C)nn(C)c2C)c1 returned H1N1 NS1A inhibition -8.4%, inhibitors of VEEV 1.6%, M. tuberculosis 12.4% and M. tuberculosis HTS -11.5%.
For Cc1ccnc(Nc2nc(-c3ccc(F)cc3)cs2)c1 the results were H1N1 NS1A inhibition 11.1%, Salmonella PhoP GFP 1.7%, inhibitors of VEEV 5.7%, M. tuberculosis 46.9% and M. tuberculosis HTS 4.7%.
Screening O=C(O)CNS(=O)(=O)c1ccc(Br)s1 returned H1N1 NS1A inhibition 0.3%, Salmonella PhoP GFP 9.3%, inhibitors of VEEV 0.7%, M. tuberculosis 3.3% and M. tuberculosis HTS 4.0%.
CN(C)c1nc(/C=C(\C#N)C(N)=O)c(Cl)n1-c1ccc(F)cc1 was read as H1N1 NS1A inhibition 10.4%, Salmonella PhoP GFP 1.2%, inhibitors of VEEV 2.6%, M. tuberculosis 15.3% and M. tuberculosis HTS 8.7%.
Screening CC(C)n1cnc2cc(NCc3ccco3)ccc21 returned H1N1 NS1A inhibition -6.0%, Salmonella PhoP GFP -1.2%, inhibitors of VEEV inactive, M. tuberculosis 9.2% and M. tuberculosis HTS -10.6%.
For CN(C)c1ccc(/C=N/N=C(N)N)cc1[N+](=O)[O-] the results were H1N1 NS1A inhibition -0.1%, Salmonella PhoP GFP 8.4%, inhibitors of VEEV inactive, M. tuberculosis 74.9% and M. tuberculosis HTS inconclusive.
CCOC(=O)Nc1ccc(C)cc1NC(=O)OCC was read as H1N1 NS1A inhibition 4.1%, Salmonella PhoP GFP -3.9%, inhibitors of VEEV 1.0%, M. tuberculosis -6.8% and M. tuberculosis HTS -5.3%.
`O=C1CCCCCCC1Sc1ccccc1[N+](=O)[O-]` (centres undefined) gave H1N1 NS1A inhibition 7.1%, Salmonella PhoP GFP -3.3%, inhibitors of VEEV 0.5%, M. tuberculosis -13.3% and M. tuberculosis HTS 6.3%.
Screening Cc1cc([N+](=O)[O-])cc(C)c1OCC(=O)N/N=C/c1ccc(OC(=O)c2ccccc2Br)cc1 returned H1N1 NS1A inhibition 4.7%, Salmonella PhoP GFP 2.1%, inhibitors of VEEV 1.1%, M. tuberculosis 1.8% and M. tuberculosis HTS 10.1%.
Screening Cc1cccc2nc(CSc3nc4cc([N+](=O)[O-])ccc4s3)cn12 returned H1N1 NS1A inhibition -13.4%, Salmonella PhoP GFP -7.0%, inhibitors of VEEV 0.8%, M. tuberculosis inactive and M. tuberculosis HTS 5.8%.
Screening COc1cc(OC)c2c(c1)O[C@@H](c1ccc(OC)c(OC)c1)[C@H](O)C2 returned H1N1 NS1A inhibition 6.6%, Salmonella PhoP GFP -0.6%, inhibitors of VEEV 0.2%, M. tuberculosis 23.2% and M. tuberculosis HTS -6.3%.
`Cc1ccc(C(=O)O/N=C\c2ccc(N3CCOCC3)c([N+](=O)[O-])c2)cc1` gave H1N1 NS1A inhibition 14.7%, Salmonella PhoP GFP 2.0%, inhibitors of VEEV 1.2%, M. tuberculosis -6.4% and M. tuberculosis HTS 0.3%.
`CCS(=O)(=O)Nc1ccc(-c2nc3cccnc3s2)cc1` gave H1N1 NS1A inhibition 3.4%, Salmonella PhoP GFP -5.7%, inhibitors of VEEV 4.0%, M. tuberculosis -3.4%, M. tuberculosis HTS -5.6% and inhibitors of VEEV 10K pilot screen 5.3.
`COC(=O)[C@@]12CCCCN1[C@H](c1ccc(-c3ccc(C(C)=O)cc3)c(OC)c1)[C@@H]1C(=O)N(C)C(=O)[C@@H]12` gave H1N1 NS1A inhibition 12.3%, Salmonella PhoP GFP 8.7%, inhibitors of VEEV 5.3%, M. tuberculosis 17.9% and M. tuberculosis HTS 2.3%.
`Cc1cccc(NC(=O)CN2CCN(C(=O)c3cccc(-n4cnnn4)c3)CC2)c1C` gave H1N1 NS1A inhibition -15.4%, inhibitors of VEEV 2.0%, M. tuberculosis 6.0% and M. tuberculosis HTS 2.5%.
`Cn1ncc(Br)c1C(=O)N/N=C/c1ccc(OS(=O)(=O)c2ccccc2)cc1` gave H1N1 NS1A inhibition 8.9%, Salmonella PhoP GFP 13.9%, inhibitors of VEEV 7.2%, M. tuberculosis 33.0% and M. tuberculosis HTS -0.3%.
COc1ccccc1C(C)NCC(=O)NC(=O)NCc1ccco1 (centres undefined) was read as H1N1 NS1A inhibition 0.5%, Salmonella PhoP GFP 9.8%, inhibitors of VEEV 1.6%, M. tuberculosis 26.2% and M. tuberculosis HTS -1.6%.
`Cc1ccc(C(C(=O)NC2CCCCC2)N(C(=O)CCCC(=O)Nc2ccccn2)c2ccc3c(c2)OCCO3)cc1` (centres undefined) gave H1N1 NS1A inhibition -1.5%, Salmonella PhoP GFP -7.9%, inhibitors of VEEV 0.8%, M. tuberculosis -12.0% and M. tuberculosis HTS 7.4%.
`COC(=O)N/N=C/c1cn(CCCOc2ccccc2)c2ccccc12` gave H1N1 NS1A inhibition 18.4%, Salmonella PhoP GFP -5.4%, inhibitors of VEEV 1.2%, M. tuberculosis 13.4% and M. tuberculosis HTS -7.5%.

3 neighbouring compounds from above, quoted:
For COc1cc(C(CCN2CCOCC2)c2c(OC)cc(OC)c3c2OC(=O)CC3c2ccc(N(C)C)cc2)cc(OC)c1OC (centres undefined) the results were H1N1 NS1A inhibition 13.9%, Salmonella PhoP GFP 4.6%, inhibitors of VEEV 0.8%, M. tuberculosis 0.1% and M. tuberculosis HTS -9.3%.
`Cc1nc(CCNS(=O)(=O)c2cccnc2)cs1` gave H1N1 NS1A inhibition -1.4%, Salmonella PhoP GFP -3.8%, inhibitors of VEEV inactive, M. tuberculosis -2.5% and M. tuberculosis HTS -2.4%.
`COc1ccc(CCNC(=O)c2ccc3ccccc3n2)cc1` gave H1N1 NS1A inhibition 5.4%, Salmonella PhoP GFP 8.6%, inhibitors of VEEV inactive, M. tuberculosis 64.1% and M. tuberculosis HTS -0.4%.
